Source: PubChem BioAssay (National Center for Advancing Translational Sciences (NCATS))
GLS inhibitor: inhibitors of human glutaminase (GLS) | Potency, µM (titrated, usually from 45.5 µM), without a hit: at the top dose activity change, negative = inhibition, hits mostly inhibitors | O94925 | 0.21% of 410,000 active | GLS enzymatic activity, qHTS titration; note: % is set by controls: 0 for no effect and ±100 for the full control effect
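Compounds were pin-transferred onto hKGA, after which L-glutamine (1 mM solution) and a detection mix of glutamate oxidase, HRP and Amplex Red were added. Initial and 30 min RT fluorescence reads were collected.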
HP1b chromo inh: HP1-beta chromodomain-methylated histone interaction inhibition | AlphaScreen HP1-beta / biotin-H3K9me3 peptide binding | AID 540317 | Potency, µM (series often up to 114 µM), for inactives: top-dose activity change, negative = inhibition, usual class: inhibitors | 0.56% of 390,000 active | P83916; note: nearly all actives have a fitted effect of over 70% in size; inactives centre near 23
Target sequence (P83916 whole entry, looked up): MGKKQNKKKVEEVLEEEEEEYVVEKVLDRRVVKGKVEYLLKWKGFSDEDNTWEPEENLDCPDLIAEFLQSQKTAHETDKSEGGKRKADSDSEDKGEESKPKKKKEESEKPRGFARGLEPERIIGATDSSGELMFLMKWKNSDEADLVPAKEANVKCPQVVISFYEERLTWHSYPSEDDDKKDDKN
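HP1-beta protein (50 nM final) preincubated 30 min at room temperature with biotinylated H3(1-18)K9me3 peptide (50 nM) in PBS pH 7.4, 0.01% Tween-20, then compound added for 30 min. AlphaScreen streptavidin donor/nickel chelate acceptor beads (10 ug/mL final), 30 min dark, luminescence read.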
BLM inh: blocks DNA unwinding by human BLM helicase; P54132; recombinant BLM DNA unwinding, fluorescence dequenching; Potency, µM (doses to about 56.1 µM), for inactives: top-dose activity change, negative = inhibition, hits mostly inhibitors; 0.2% of 350,000 active; AID 2528;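 note: plate controls were vehicle for no effect and no enzyme for full effect; nearly all actives have a fitted effect of over 35% in size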
POLI inh: inhibitors of human DNA polymerase iota; Potency, µM (series often up to 115 µM), for the others: at the top dose activity, negative = inhibition, hits mostly inhibitors; 1% of 390,000 active; Pol iota fluorescent replication assay, 10 min; Q9UNA4
Target sequence (Q9UNA4 whole entry, looked up): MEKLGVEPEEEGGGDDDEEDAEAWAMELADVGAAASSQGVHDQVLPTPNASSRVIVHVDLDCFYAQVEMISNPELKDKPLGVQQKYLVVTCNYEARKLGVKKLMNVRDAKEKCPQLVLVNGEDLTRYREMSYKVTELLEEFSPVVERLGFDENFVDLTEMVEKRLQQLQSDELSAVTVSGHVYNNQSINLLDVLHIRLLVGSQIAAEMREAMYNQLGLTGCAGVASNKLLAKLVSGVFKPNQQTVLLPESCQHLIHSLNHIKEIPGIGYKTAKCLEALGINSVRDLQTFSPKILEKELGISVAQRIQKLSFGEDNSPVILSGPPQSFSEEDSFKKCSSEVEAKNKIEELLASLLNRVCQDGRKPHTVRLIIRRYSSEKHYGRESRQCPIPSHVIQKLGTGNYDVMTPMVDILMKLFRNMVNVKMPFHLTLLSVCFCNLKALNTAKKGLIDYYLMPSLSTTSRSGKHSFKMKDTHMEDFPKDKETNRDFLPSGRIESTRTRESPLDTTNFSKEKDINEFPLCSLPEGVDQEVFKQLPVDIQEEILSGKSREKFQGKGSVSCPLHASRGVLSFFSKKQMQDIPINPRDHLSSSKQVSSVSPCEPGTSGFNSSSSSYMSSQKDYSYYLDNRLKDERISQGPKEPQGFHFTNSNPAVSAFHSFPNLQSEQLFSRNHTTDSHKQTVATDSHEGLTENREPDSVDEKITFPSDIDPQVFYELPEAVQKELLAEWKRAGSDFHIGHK
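Pol iota at 10 nM preincubated 15 min with compounds at room temperature; reaction started with fluorescent substrate, 50 nM final. Fluorescence read kinetically at 0 and 10 min; buffer-only wells as negative control.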
Pin1 inhibitor: blocks the human prolyl isomerase Pin1; Q13526; Pin1 FP peptide displacement, HiFluor488, 10 min; Potency, µM (series often up to 115 µM), for the others: at the highest dose activity, negative = inhibition, actives largely listed as inhibitors; 0.009% of 390,000 active; active = well fitted inhibition curve with a large enough effect in the polarisation, with a control signal flat, not every such curve was filed as active; inconclusive = small, poorly fitted or top-dose-only effect, or effect the other way, or a change in a side signal; inactive = no such curve, though single readings can be large or run the other way; the % refers to the polarisation; note: % is set by controls: 0 for no effect and ±100 for the full control effect
Target sequence (Q13526 whole entry, looked up): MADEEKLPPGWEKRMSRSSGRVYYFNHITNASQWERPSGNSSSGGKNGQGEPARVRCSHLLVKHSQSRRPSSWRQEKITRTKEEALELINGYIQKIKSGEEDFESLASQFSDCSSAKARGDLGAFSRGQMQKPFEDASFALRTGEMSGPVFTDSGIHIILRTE
Tb PGK inh: T. brucei PGK inhibition. P07378. PGK/GAPDH coupled, Kinase-Glo luminescence, 60 min. Potency, µM (top dose mostly 57.5 µM), for the others: at the top dose activity change, negative = inhibition, actives largely listed as inhibitors. 0.043% of 380,000 active; note: % is set by controls: 0 for no effect and ±100 for the full control effect; nearly all actives have a fitted effect of over 60% in size
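Recombinant glycosomal PGK reaction used 1,3-bisphosphoglycerate generated in-well by GAPDH (100nM final) in 100mM TEA pH 7.6, 5mM MgCl2, 0.01% Tween-20. After 60 minutes at room temperature, ATP was read by Kinase-Glo Plus luminescence end-point.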
JMJD2A Tudor: JMJD2A Tudor domain (human) inhibition | Potency, µM (titrated, usually from 114 µM), inactives show at the highest dose activity change, negative = inhibition, most hits filed as inhibitors | 4.4% of 390,000 active | AlphaScreen JMJD2A-Tudor / H3K4me3 peptide binding | AID 504339; note: % is set by controls: 0 for no effect and ±100 for the full control effect; nearly all actives have a fitted effect of over 50% in size
BAZ2B block: BAZ2B (human) inhibition; Potency, µM (series often up to 114 µM), for inactives: at the top dose activity change, negative = inhibition, actives largely listed as inhibitors; 4.4% of 360,000 active; AlphaScreen BAZ2B-H3K14Ac peptide displacement; Q9UIF8; note: % is set by controls: 0 for no effect and ±100 for the full control effect; nearly all actives have a fitted effect of over 60% in size
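Inhibition is scored as reduced AlphaScreen emission. The BAZ2B/b-H3(5-23)K14Ac complex (50 nM each) in PBS pH 7.4, 0.01% Tween-20 meets compound (up to 110 uM) for 30 min at RT before bead addition.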
G9a block: G9a (human) methyltransferase inhibition; AID 504332; Potency, µM (top dose mostly 102 µM), for the others: top-dose activity, negative = inhibition, usual class: inhibitors; 8.8% of 350,000 active; Q96KQ7; G9a H3K9 monomethylation, AlphaScreen, 2 h; note: % is set by controls: 0 for no effect and ±100 for the full control effect; nearly all actives have a fitted effect of over 75% in size
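Signal arises when biotinylated H3K9 peptide, once monomethylated, bridges streptavidin donor and antibody-captured acceptor beads. Enzyme at 20 nM was preincubated 15 min with test compounds; peptide 500 nM and SAM 20 uM then reacted for 2 h.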
Active calls of the source: *; i = inactive; ? = inconclusive; . = no result given; & = joins results of further samples; [ ] = another dose, or the depositor's remark. Unless noted, calls come from the whole dose curve; as a rule, active = well fitted curve in the direction sought with a large enough effect; inconclusive = small, poorly fitted or top-dose-only effect, or another doubt; inactive = no such curve, though single readings can be large; an effect the other way counts as inactive or inconclusive. Potency is the fitted concentration of half-maximal effect.

Compound | BAZ2B block | GLS inhibitor | BLM inh | HP1b chromo inh | Pin1 inhibitor | POLI inh | JMJD2A Tudor | Tb PGK inh | G9a block
COc1cccc(NC(=O)CN(C)C(=O)c2cc3c(s2)CCC3)c1 | 56.2µM* | -1.3% | . | -7.4% | . | 22.4µM* | ? | -12.4% | 19.3%[0.501 µM]
CCCOc1ccc(/C=N/NC(=O)c2ccc(Cn3cc([N+](=O)[O-])cn3)o2)cc1 | -28.4% | 21.9% | -9.6% | 24.7% | 3.8% | ? | -25.5% | 1.1% | -2.5%[12.7 µM]
CCc1nc2c(cnn2-c2ccc(C)cc2)c(=O)n1-c1ccc(C)cc1 | . | 0.5% | -5.1% | 44.7%[activator] | 0.7% | 0.3% | -8.0% | -5.3% | 11.6%[59 µM]
Clc1ccc(CNc2ncnc3onc(-c4ccc(Cl)cc4)c23)cc1 | 6.6% | 2.4% | -9.5% | 73.0%[activator] | 9.5% | 26.5% | -1.7% | -9.1% | 50.4%[activator][59 µM]
COc1ccc(CCNC(=O)CSc2nnc(-c3ccc(C)cc3)c(-c3ccc(C)cc3)n2)cc1OC | -9.9% | -0.3% | -10.7% | -9.8% | 33.7%[activator] | -0.9% | -32.7% | -11.1% | ?
CCOc1cc(S(=O)(=O)NCc2ccco2)c(OCC)cc1-n1cnnn1 | -3.2% | 9.0% | -1.0% | 27.4% | -1.7% | -16.0% | -13.8% | -4.9% | ?
Cc1cc(C)cc(OCC(=O)OCC(=O)Nc2ccc(Cl)cn2)c1 | -9.9% | 2.6% | -1.1% | 15.8% | 0.3% | -3.5% | 2.6% | -7.9% | 121.4%[activator][59 µM]
Cc1cc(=O)oc(C)c1C(=O)NCCN(C)Cc1ccccc1 | -23.3% | 7.2% | 0.8% | -15.6% | 2.0% | 105.0%[activator] | ? | 8.5% | -3.9%
Cc1ccc(-c2nnc(NC(=O)CCS(=O)(=O)c3ccccc3)o2)c(C)c1 | 5.5% | -0.9% | . | 45.1%[activator] | -1.9% | -13.4% | 2.1% | -7.2% | 18.6%[2.33 µM]
CC(C)C(=O)Nc1ccc2c(c1)nc(CCN1CCCCC1)n2C | 10.9% | 2.6% | -0.4% | 38.8% | -3.4% | 20.4% | -0.7% | 7.6% | 5.8%
O=C(Cc1ccc(Cl)cc1)N1CCC2(CC1)NCCc1[nH]cnc12 | -13.5% | -3.9% | 0.2% | -2.0%[57 µM] | 3.3% | -3.8% | -27.6% | -8.0% | 9.8%[0.501 µM]
Cc1cc2c(C)nc(N/N=C/c3ccc(F)cc3)nc2o1 | 2.4% | -11.0% | -5.7% | 21.5% | -6.7% | -18.3% | -13.1% | i | -14.1%
CCOc1cc(N2CCOCC2)c(OCC)cc1NC(=O)c1ccc(C)s1 | ? | 14.3% | -16.1% | -7.7% | -6.1% | 9.0% | ? | -7.1% | 44.7µM*
COc1cc(OC)c(N(C)S(=O)(=O)c2cccc(C(=O)OCC(=O)NCc3ccco3)c2)cc1Cl | -0.8% | 1.4% | -8.8% | ? | 65.0%[activator] | 85.2%[activator] | -32.2% | -5.4% | ?
Cc1ccsc1C1C2=C(CC(C)(C)CC2=O)Nc2ncnn21 (centres undefined) | -26.9% | 2.6% | -0.2% | 19.7% | -4.1% | ? | -33.1% | -4.8% | ?
COc1ccc(NC(=O)c2cccc(C#N)c2)cc1NS(=O)(=O)c1ccc(F)cc1 | -0.2% | 10.6% | -8.5% | 24.1% | 0.5% | 6.2% | -29.1% | -6.8% | 8.4%[59 µM]
COc1ccc(CC(=O)NC(=S)Nc2ccc(S(=O)(=O)NC(C)(C)C)cc2)cc1 | -7.5% | 14.5% | -9.4% | -1.8% | 15.7% | 5.4% | -20.4% | -5.6% | 35.2%[12.7 µM]
Cc1sc2nc(CSC(C)C(=O)Nc3cc(S(C)(=O)=O)ccc3Cl)[nH]c(=O)c2c1C (centres undefined) | -22.2% | -10.2% | . | 10.0% | ? | ? | -9.2% | i | 50.1µM*
Cc1cc(F)ccc1NC(=O)CCCN(C)S(=O)(=O)c1ccc(F)cc1 | 3.9% | -18.2% | 0.3% | 33.1% | 1.2% | 66.5%[activator] | -12.3% | -0.4% | 14.3%
CC(C)(C)C1CCC(=O)N(CCSc2ccccc2)CC1 (centres undefined) | -0.4% | 2.0% | -0.9% | 45.9%[activator] | -10.2% | 0.1%&40.8% | 18.8% | 1.0% | .
CCCN(CCC)CCCNC(=O)C1CCN(c2nc3ccc(CC)cc3s2)CC1 | -4.9% | 7.2% | 6.0% | -1.5% | -0.3% | -8.3% | -20.1% | -3.1% | -26.6%[59 µM]
COc1cccc(C2C(C(=O)c3cccs3)=C(O)C(=O)N2CCN2CCOCC2)c1OC (centres undefined) | -17.7% | 0.8% | 1.3% | 71.0%[activator] | 1.5% | 11.5% | -25.0% | -6.2% | ?
Cc1ccccc1NC(=O)c1sc2nc3c(cc2c1N)CCCC3 | 8.7% | -10.3% | -1.1% | 46.1%[activator] | ? | 44.5%[activator] | 5.2% | . | -4.9%[59 µM]
COC(=O)c1ccc(C2/C(=C(/O)c3ccc(Cl)cc3)C(=O)C(=O)N2C2CCS(=O)(=O)C2)cc1 (centres undefined) | ? | 5.0% | -8.0% | -15.6% | 0.2% | 12.3% | 89.1µM* | -8.0% | 44.7µM*
CCOc1ccc(N(CC(=O)N2CCN(c3ccccc3OC)CC2)S(=O)(=O)c2ccc(F)cc2)cc1 | -12.9% | 4.7% | -7.6% | 8.1% | 1.0% | 21.4% | -20.8% | 6.6% | ?
CCOc1ccc(NS(=O)(=O)c2ccc(C(=O)NCC(c3ccc(OC)cc3)N3CCOCC3)cc2)cc1 (centres undefined) | -1.2% | 18.4% | . | 0.7% | 3.9% | -5.4% | -18.6% | -2.8% | ?
CC(=O)N1CCCc2cc(S(=O)(=O)N3CCC(C(=O)NCc4cccc(C)c4)CC3)ccc21 | 1.9% | 3.9% | 1.4% | 15.2%[57 µM] | -10.2% | 8.3% | -17.1% | -8.7% | 10.1%[59 µM]
Cn1cnnc1SCC(=O)NNC(=O)COc1ccc(Br)cc1 | -15.0% | 2.3% | -0.8% | 38.8% | -2.7% | 44.5%[activator] | 6.2% | -6.0% | -3.1%
CCCN1C(=O)C(=O)c2cc(Cl)ccc21 | . | -6.1% | . | 23.0% | -1.0% | ? | -12.3% | -1.0% | .
O=C(CN1CCN(S(=O)(=O)c2ccc(F)cc2)CC1)Nc1ccc(Cl)c(C(F)(F)F)c1 | 5.1% | 3.9% | -11.5% | 29.8% | 3.6% | -14.6% | -13.3% | -11.1% | 4.8%
CCOC(=O)c1c(CC(C)C)csc1N | ? | -0.8% | -6.8% | 16.8% | 2.8% | -8.6% | -14.4% | i | 39.8µM*
CC(=O)c1ccc(NC(=S)NC(=O)/C=C/c2ccco2)cc1 | ? | -0.4% | -12.8% | -0.7% | ? | ? | ? | i | 44.7µM*
O=C(O)c1cccc(N/N=C/c2ccc(OC(F)(F)F)cc2)c1 | ? | 1.4% | 0.7% | 3.7% | -15.1% | ? | ? | -2.9% | 14.1µM*
CCN1C(=O)N[C@@H](c2cccs2)C(C(=O)OC)=C1C | . | -3.6% | -1.3%[12.4 µM] | 4.9% | -0.4% | -7.2% | -6.9% | -7.1% | .
CCCOc1ccc(/C=C2/C(=O)ON=C2C)cc1Cl | -9.7% | -9.2% | 2.0% | 16.6% | -3.7% | ? | 6.4% | -3.9% | 28.2µM*
CC(=O)c1c(C)[nH]c(C(=O)Nc2cccc(C)n2)c1C | ? | 8.5% | 1.4% | 34.2% | -0.3% | 31.7% | -20.5% | -10.9% | .
CC(c1ccon1)N(C)Cc1cn(Cc2ccccc2)nc1-c1ccc2c(c1)OCO2 (centres undefined) | 20.5% | -1.4% | 3.9% | 51.7%[activator] | -10.3% | 29.4% | -19.6% | -4.3% | .
COc1ccc(CN(C(=O)c2cc3ccccc3oc2=O)C2CCCCC2)cc1OC | 12.0% | -0.5% | -15.1% | 23.6% | 1.1% | 5.0% | -11.5% | 14.1% | -8.6%[59 µM]
CCC(C(=O)Nc1c2c(nn1C(C)(C)C)CS(=O)(=O)C2)c1ccccc1 (centres undefined) | -19.8% | 3.9% | 0.2% | 39.0% | -2.3% | 24.5% | 0.7% | 3.3% | 40.5%
CCC(C)NC(=O)c1cc2c(Cl)nc3ccc(C)cc3c2s1 (centres undefined) | -2.0% | -1.1% | 3.9% | 32.4% | -1.2% | 8.9% | -5.3% | -13.0% | 5.6%[59 µM]
CCCCc1[nH]c(=O)c(C#N)c2c1CCCC2 | -37.7% | 2.0% | -0.4% | 35.7%[activator] | 0.0% | -10.6% | -12.9% | i | 117.7%[activator][59 µM]
CC1Cc2cc(S(=O)(=O)N3CCCCC3)ccc2N1C(=O)C1CCC1 (centres undefined) | -9.0% | 12.6% | -2.6% | 13.9%[57 µM] | -8.8% | 5.0% | 5.9% | -3.9% | .
C=CCN1C(=O)N/C(=C/c2ccccc2OCC(=O)Nc2ccc(F)cc2)C1=O | 0.3% | -0.6% | -9.7% | 38.5% | 20.7% | ? | -35.3% | . | 15.2%
O=C(COC(=O)Cc1ccsc1)Nc1ccc(Br)cc1 | 11.7% | -3.3% | . | 34.9%[activator] | -6.0% | 15.2% | -2.0% | i | ?
Cc1cccc(Cn2c(C)c(C)c3cc(C(=O)NCc4ccc(C)o4)ccc32)c1 | -25.2% | -3.5% | -3.0% | 4.2% | 32.9%[activator] | 7.7% | ? | -5.4% | -34.0%[59 µM]
Cc1cc(C)n(/C(=C\N(C)C)C(=O)c2ccc(Cl)cc2)n1 | -6.3% | -3.0% | 3.6% | 49.9%[activator] | -0.4% | 9.5% | -17.1% | -8.8% | 4.9%

Single records, from the list above. Order of values: BAZ2B block	GLS inhibitor	BLM inh	HP1b chromo inh	Pin1 inhibitor	POLI inh	JMJD2A Tudor	Tb PGK inh	G9a block
CC1Cc2cc(S(=O)(=O)N3CCCCC3)ccc2N1C(=O)C1CCC1 (centres undefined) across the screens: -9.0%	12.6%	-2.6%	13.9%[57 µM]	-8.8%	5.0%	5.9%	-3.9%	.
CCCCc1[nH]c(=O)c(C#N)c2c1CCCC2 across the screens: -37.7%	2.0%	-0.4%	35.7%[activator]	0.0%	-10.6%	-12.9%	i	117.7%[activator][59 µM]

An excerpt; the hit share may differ from the screen's.
